Assay outcomes from PubChem.
CHRM1 antagonist = human CHRM1 antagonism; P11229; inhibition, % at 3 µM; 360,000 tested, 1.3% active; CHO-K1 hM1, Fluo-8 calcium fluorescence, ACh EC80 antagonist; AID 588852;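 active = percent inhibition above its own plate's cutoff, namely the mean of that plate's compound wells plus 3 SD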;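 note: peak over basal fluorescence ratio during 140 s after agonist addition; 0% = ACh EC80 plus DMSO and 100% = DMSO alone without agonist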
Target sequence (P11229 whole entry, looked up): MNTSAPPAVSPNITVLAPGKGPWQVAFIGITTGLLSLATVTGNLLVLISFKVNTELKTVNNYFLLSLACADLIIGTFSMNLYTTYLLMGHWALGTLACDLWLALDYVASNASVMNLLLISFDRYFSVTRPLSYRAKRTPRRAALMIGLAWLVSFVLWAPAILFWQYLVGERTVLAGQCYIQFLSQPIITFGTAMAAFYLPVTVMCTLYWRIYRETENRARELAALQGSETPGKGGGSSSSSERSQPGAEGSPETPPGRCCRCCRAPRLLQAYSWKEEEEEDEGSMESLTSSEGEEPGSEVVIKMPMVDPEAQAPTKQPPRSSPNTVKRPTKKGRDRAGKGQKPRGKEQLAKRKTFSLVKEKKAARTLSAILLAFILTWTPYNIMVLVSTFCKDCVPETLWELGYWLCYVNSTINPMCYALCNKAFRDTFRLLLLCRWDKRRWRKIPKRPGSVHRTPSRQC
CHO-K1 Ca antag = nonselective inhibitor or artifact in parental CHO-K1 cells | ATP-induced calcium, Fluo-8 fluorescence | inhibition, % at 3 µM | 360,000 tested, 0.6% active;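 active = inhibition above a per-plate cutoff, the plate's mean sample inhibition plus 3 SD, cut at about 24% in these data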;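 note: 0% = DMSO plus EC80 ATP and 100% = DMSO alone without ATP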
TAAR1 antag = antagonists of human TAAR1. Q96RJ0. CHO RD-HGA16 TAAR1, Fluo-8 calcium fluorescence, antagonist. inhibition, % at 3 µM. 360,000 tested, 1.5% active. AID 624466;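 active = inhibition above a per-plate cutoff, the mean inhibition of test compounds on that plate plus 3 SD, cut at about 49% in these data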;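 note: 0% = DMSO plus EC80 beta-PEA response and 100% = DMSO alone without agonist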
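test system = CHO RD-HGA16 cells bearing hTAAR1 | replication = singlicate | controls = DMSO-only wells and EC80 β-PEA-stimulated wells | reagent = EC80 β-phenethylamine stimulus | read-out basis = percent inhibition of PEA-evoked calcium signal, max/basal emission ratio | schedule = seeding 17-24 h prior, 75-min 37 °C, 30-min RT dye loading | signal = kinetic Fluo-8 calcium fluorescence measurement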
CHO parental Ca = signal in parental CHO cells, OX1R antagonist counter-screen | parental CHO-K1, ATP-induced calcium, Fluo-8 fluorescence | inhibition, % at 5.6 µM | 330,000 tested, 0.63% active;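 active = inhibition above that plate's mean sample inhibition plus 3 SD, cut at about 26% in these data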;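 note: 0% = ATP-challenged DMSO wells and 100% = DMSO wells without ATP; some compounds past the cut are filed as inactive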
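test system = CHO parental line | reagent = ATP stimulus | measured by = intracellular calcium via Fluo-8 no-wash fluorescent dye | control set = ATP and no-ATP DMSO wells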
TAAR1 agonist = human TAAR1 agonism; 360,000 tested, 0.99% active; activation, % at 3 µM; CHO RD-HGA16 TAAR1, Fluo-8 calcium fluorescence; vehicle wells 0%, saturating PEA agonist 100%;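 active = activation above the mean activation of all test compounds in the run plus 3 SD, cut at about 38% in these data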
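Test system: RD-HGA16 (CHO) cells co-expressing Gα16 and hTAAR1 | Doses: Single dose, 3 µM | Schedule: 17-24 h seeding, 75 min 37 °C dye, 30 min RT | Evaluation: % activation from peak over basal fluorescence ratio, DMSO-to-PEA scaled | Technique: Kinetic Fluo-8 calcium fluorescence | Benchmarks: Low control DMSO, high control PEA (EC100)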
OXTR potentiator = potentiators of human oxytocin receptor; CHO-OTR cells, Fluo-8 calcium fluorescence, potentiator mode; 0% = oxytocin EC15, 100% = EC100; P30559; activation, % at 3 µM; 320,000 tested, 0.061% active;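 active = activation above that plate's cutoff, the mean activation of tested compounds plus 3 SD, cut at about 6.6% in these data, passing the limit was not always enough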;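 note: 100% uses oxytocin at 75 nM as the full agonist control; some results filed as inactive read as strong as hits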
Target sequence (P30559 whole entry, looked up): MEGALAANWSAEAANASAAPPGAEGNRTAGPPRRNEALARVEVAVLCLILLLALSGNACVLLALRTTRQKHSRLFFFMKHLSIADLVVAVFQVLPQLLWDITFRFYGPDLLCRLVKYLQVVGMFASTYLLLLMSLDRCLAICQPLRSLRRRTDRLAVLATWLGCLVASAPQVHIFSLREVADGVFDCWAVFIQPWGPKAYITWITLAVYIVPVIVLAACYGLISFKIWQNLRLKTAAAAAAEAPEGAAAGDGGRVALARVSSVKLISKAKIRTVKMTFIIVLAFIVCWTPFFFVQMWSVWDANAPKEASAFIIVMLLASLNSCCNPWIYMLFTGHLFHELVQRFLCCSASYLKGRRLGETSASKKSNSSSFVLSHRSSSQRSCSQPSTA
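Material: CHO-OTR cells, human receptor; compound dosing: single dose, 3.0 µM nominal final compound concentration; schedule: 6 min compound pre-incubation at room temperature, 100 s kinetic read; measured by: kinetic Fluo-8 calcium fluorescence; read-out basis: % activation vs EC15 and EC100 oxytocin; controls: EC15 oxytocin alone as 0%, 75 nM oxytocin as 100%; replicates: singlicate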
M1 ag = human M1 muscarinic receptor agonism | P11229 | CHO-K1 hM1, Fluo-8 calcium fluorescence, agonist mode; 0% DMSO, 100% acetylcholine EC100 | activation, % at 3 µM | 360,000 tested, 0.33% active;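 active = activation above the run's mean compound activation plus 3 SD, cut at about 16% in these data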;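 note: peak over basal fluorescence ratio within a 140 s kinetic read after compound addition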
M1 PAM parental = counter-screen for M1 PAMs: effect in parental CHO-K1 cells. ATP EC20, Fluo-8 calcium fluorescence; 0% at ATP EC20, 100% at ATP max. 360,000 tested, 0.02% active. activation, % at 3 µM;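 active = activation above the run cutoff, the mean activation of all test compounds plus 3 SD, cut at about 40% in these data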;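 note: peak over basal fluorescence ratio in a 140 s read after ATP addition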
CHO-K1 Ca ag = M1 agonist counterscreen hit in parental CHO-K1 cells. activation, % at 3 µM. 360,000 tested, 0.48% active. Fluo-8 calcium fluorescence; scaled to maximal ATP response, vehicle zero; in the data active = activation above about 15%;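 note: untransfected CHO-K1 host cells lacking M1 receptor as counterscreen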
Numbers without * were called inactive; . = not tested or not shown.

SMILES | CHRM1 antagonist | CHO-K1 Ca antag | TAAR1 antag | CHO parental Ca | TAAR1 agonist | OXTR potentiator | M1 ag | M1 PAM parental | CHO-K1 Ca ag
Cc1ccccc1C(=O)NCC(=O)OCCCOC(=O)CNC(=O)c1ccccc1C | -9 | -8 | -38 | -24 | 9 | -1 | -3 | 5 | 2.0
NC(=O)CSc1nnc(Cc2csc(Nc3ccc(F)cc3)n2)n1Cc1ccccc1 | -28 | -6 | -5 | -10 | 1 | -3 | -6 | 20 | 0.1
CN(CC(=O)Nc1ccc(N2CCOCC2)cc1)CC(=O)Nc1cccc(C#N)c1 | -5 | 7 | -9 | 3 | 4 | -5 | -4 | 2 | 0.2
Cc1ccsc1/C=C1\CCc2ccccc2C1=O | -20 | -16 | -5 | -10 | -1 | -11 | -3 | 26 | 0.9
CC(=O)c1cc(CN2CCCCC2)cc(OC(C)C)c1 | -7 | -9 | -5 | -11 | 5 | -8 | -10 | 14 | 0.1
Nc1cc2c3ccccc3ccc2c2ccccc12 | -10 | -5 | 13 | . | 6 | . | -2 | 13 | 1.8
O=C(COC(=O)c1cc(=O)[nH]c2ccccc12)NCc1ccc(Cl)cc1 | -7 | -18 | 2 | -21 | 11 | 3 | -4 | 18 | 0.1
CSc1nc2ccsc2c(=O)n1-c1cccnc1 | -10 | -6 | 16 | 2 | 6 | -12 | 5 | 21 | 0.8
CCCS(=O)(=O)N1CCCC(C(=O)c2cccc(Cl)c2)C1 (configuration not stated) | 11 | 20 | -4 | -4 | 8 | -13 | -2 | -22 | 0.0
CC(NC(=O)CNC(=O)Cc1cccc2ccccc12)c1ccc(S(N)(=O)=O)cc1 (configuration not stated) | -15 | 5 | -30 | . | 1 | . | -1 | -2 | 1.0
CCN(CC)C(=O)c1sc(NC(=O)c2ccncc2)c(C(=O)OC)c1C | 2 | 3 | -10 | -6 | 1 | -13 | -3 | -5 | -0.5
COc1ccc(N(CC(=O)Nc2ccc(Cc3ccncc3)cc2)S(=O)(=O)c2ccccc2)cc1 | -2 | -4 | 12 | -11 | 10 | -7 | -5 | 9 | 0.9
COCCn1c(CCc2ccccc2)n[nH]c1=S | -3 | -4 | -17 | -5 | 3 | -2 | -7 | -8 | 0.7
COc1ccc(CN2CCC2(C)C(=O)NCc2ccc3c(c2)OCO3)c2ccccc12 (configuration not stated) | -9 | -4 | -1 | . | 1 | . | -4 | 3 | 0.2
O=C(NC(=S)Nc1cccc(Cl)c1N1CCCCC1)c1ccc2c(c1)OCCO2 | 13 | -8 | -1 | -4 | -2 | 3 | -3 | 15 | 0.9
COC(=O)c1cc(-c2cccc([N+](=O)[O-])c2)c2c(=O)[nH]c(=O)n(C)c2n1 | -9 | -13 | 3 | -9 | -2 | -4 | -4 | 8 | 1.1
O=C1C(Nc2ccccc2)=C(N2CCCCC2)C(=O)c2ccccc21 | -10 | -4 | 10 | -20 | 7 | -1 | -3 | 15 | -0.1
CCC(C)(C)n1nnnc1C(C(C)C)N1CCN(C(=O)c2ccco2)CC1 (configuration not stated) | 0 | 7 | 4 | -4 | 1 | -2 | -5 | 3 | 6.6
Cc1ccc(S(=O)(=O)c2c(N)n(-c3ccccc3)c3nc4ccccc4nc23)cc1 | -7 | 5 | -1 | -10 | 12 | -2 | -5 | -2 | -0.2
C/C(=N\OC(=O)c1ccc(F)cc1)c1sc(-c2ccc(Cl)cc2)nc1C | -10 | -6 | -5 | -10 | 2 | -10 | -2 | 18 | 0.9
COc1ccc(CNS(=O)(=O)c2ccc(C)cc2)cc1 | -1 | 2 | 1 | -5 | 1 | -2 | -3 | 3 | 0.5
Cc1cc(C(=O)N/N=C/c2ccc(O)c([N+](=O)[O-])c2)n[nH]1 | -6 | -1 | -10 | 1 | 1 | 4 | -5 | 13 | 4.1
CCCN1CCN(C(=O)Cn2nc(C)n3c(cc4c(OC)cccc43)c2=O)CC1 | -8 | -13 | -13 | . | 2 | . | 0 | 2 | 1.0
CC(C)(C)SC(=O)C[C@@H]1NS(=O)(=O)OC2CCCCC21 (some centres not stated) | -6 | -6 | -12 | -3 | 8 | -9 | -2 | 3 | -0.3
O=C(COC(=O)CNC(=O)c1sc2ccccc2c1Cl)Nc1cc(Cl)cc(Cl)c1 | -4 | -8 | -1 | -13 | 1 | -6 | -5 | 27 | 1.3
CCOc1ccc(S(=O)(=O)NCCC(=O)N(C)CC(=O)Nc2ccc(N3CCOCC3)cc2)cc1 | -2 | 7 | -2 | -7 | 1 | 2 | -5 | -28 | 2.9
C=CCC(NCc1ccccc1)c1ccccc1 (configuration not stated) | -9 | -9 | 3 | 0 | 5 | -1 | -11 | 13 | 1.0
COc1cc2nc(CN3C(=O)c4ccccc4C3=O)oc(=O)c2cc1OC | -6 | -4 | 16 | -2 | 1 | 6 | -2 | 12 | -0.2
C=CCn1c(SCC(=O)N(C)C2CCS(=O)(=O)C2)nc2ccccc2c1=O (configuration not stated) | -3 | -10 | -4 | -10 | 0 | -9 | -1 | 14 | 0.6
CCC(=Nc1ccccc1OC)C1=C(O)CC(c2ccccc2)CC1=O (configuration not stated) | -8 | -6 | 11 | 1 | 4 | -7 | -3 | 16 | 0.3

Entries from the list above containing fluorine (2):
SMILES | CHRM1 antagonist | CHO-K1 Ca antag | TAAR1 antag | CHO parental Ca | TAAR1 agonist | OXTR potentiator | M1 ag | M1 PAM parental | CHO-K1 Ca ag
NC(=O)CSc1nnc(Cc2csc(Nc3ccc(F)cc3)n2)n1Cc1ccccc1 | -28 | -6 | -5 | -10 | 1 | -3 | -6 | 20 | 0.1
C/C(=N\OC(=O)c1ccc(F)cc1)c1sc(-c2ccc(Cl)cc2)nc1C | -10 | -6 | -5 | -10 | 2 | -10 | -2 | 18 | 0.9

(listing goes on)
SMILES | CHRM1 antagonist | CHO-K1 Ca antag | TAAR1 antag | CHO parental Ca | TAAR1 agonist | OXTR potentiator | M1 ag | M1 PAM parental | CHO-K1 Ca ag
CCOc1cc2c(cc1OCC)CN(CC(=O)Nc1ccccc1C(=O)NC1CC1)CC2 | 2 | -10 | -21 | -33 | 6 | 4 | -3 | -6 | -0.5
Clc1ccc(Cn2cc(/C=N/n3cnnc3)c3ccccc32)cc1 | -5 | 2 | 9 | -19 | 11 | -9 | -5 | 12 | 1.3
O=C(NC1CCCCCC1)c1nnc(Cc2ccc(Cl)cc2)o1 | -11 | -1 | -15 | -19 | 0 | -7 | -5 | 10 | 0.4
CCOc1ccc2nc(NC(=O)CSC3=NCCS3)sc2c1 | 7 | -1 | -4 | -9 | 4 | -20 | -4 | 4 | 0.5
O=C(N/N=C/c1cccc(Oc2ccccc2)c1)c1ccc(O)cc1O | 0 | -8 | 12 | . | -1 | . | 0 | 6 | 0.9
Cc1nc2nc(-c3ccco3)[nH]n2c(=O)c1C | -8 | -2 | 2 | 3 | 1 | -3 | -2 | 3 | -0.2
COc1ccc2c(c1)CCCC21NC(=O)N(CC(=O)NC(=O)NCc2ccccc2)C1=O (configuration not stated) | 16 | 19 | -2 | -13 | 1 | -8 | -2 | -8 | -0.3
CN(CC(=O)NCc1ccc(F)cc1)Cc1ccc(Br)cc1 | -10 | -21 | -21 | -26 | 0 | 1 | -8 | 17 | 0.9
CCN(CC)CCN1C(=O)C(O)=C(C(=O)c2cccs2)C1c1ccccn1 (configuration not stated) | -7 | -10 | 18 | 1 | 2 | -2 | -7 | 26 | 1.0
Cn1c[n+](C)cc1/C=N/O | 0 | 1 | 16 | -5 | 2 | -1 | -3 | 0 | -0.2
Cc1ccc(-c2nc(CN(C)C(C3CC3)C3CC3)c(C)o2)cc1 | -1 | -1 | 0 | -13 | 3 | -4 | -10 | 5 | 0.3
N#Cc1cc2c(nc1SCC(=O)N1CCCCC1)CCCCC2 | -12 | 0 | 11 | -11 | 6 | -12 | -3 | 10 | 0.4
O=C(c1c[nH]c2ccc(S(=O)(=O)N3CCC4(CC3)OCCO4)cc2c1=O)N1CCOCC1 | -9 | -13 | -17 | . | 6 | . | 1 | 19 | 1.1
O=C(C/C=N\O)Nc1ccc(Oc2ccccc2)cc1 | 12 | 15 | 0 | 0 | 0 | -10 | -5 | -11 | -0.7
CCN(CC)c1nc2cc(C)ccc2cc1/C=C(\C#N)C(N)=O | -12 | -21 | -3 | -19 | 10 | -13 | -7 | 29 | 1.3
O=C(CN(Cc1ccccc1)S(=O)(=O)c1ccc(Br)cc1)NCC1CCCO1 (configuration not stated) | -8 | -21 | -6 | -13 | 1 | -4 | -6 | -9 | 1.6
CCC(CO)Nc1ccn2nc(-c3cccc(Cl)c3)cc2n1 (configuration not stated) | -13 | -1 | 11 | . | 7 | . | 2 | -11 | 1.3
CCOC(=O)c1ccc(NC(c2ccc(N(C)C)cc2)P(=O)(OC(C)C)OC(C)C)cc1 (configuration not stated) | -14 | 6 | -7 | -31 | 9 | -3 | -7 | 0 | 0.2
CCOc1ccc(C(C(=O)NC2CCCC2)N(C(=O)c2snc(C(N)=O)c2N)c2cccc(O)c2)cc1 (configuration not stated) | 21 | 23 | 99* | 25 | 17 | -14 | -5 | -6 | 6.5
CSc1snnc1-c1ccccc1 | 7 | 10 | -6 | -12 | 2 | -3 | -12 | -14 | -0.4
COCCn1c(C)cc(C(=O)CSc2nc3ccccc3c(=O)n2Cc2ccco2)c1C | -2 | -6 | 2 | -20 | 3 | -5 | -3 | 13 | 0.7
O=C(CN1C(=O)S/C(=C\c2ccccc2F)C1=O)Nc1ccccc1O | 4 | -6 | -20 | -8 | 1 | 0 | 1 | 3 | 2.5
CCCn1c(-c2cccnc2Cl)nc2cc(Cl)c(Cl)cc21 | 0 | -8 | 1 | -23 | 8 | -6 | -5 | 14 | 0.5
COc1ccc(/C=C/C(=O)OCC(=O)NCc2ccco2)cc1OC | -8 | -7 | 9 | 1 | 2 | -10 | -6 | 12 | 0.7
Cc1ccn(CC(C)C(=O)O)n1 (configuration not stated) | -13 | -10 | -2 | -16 | 8 | -8 | -5 | 23 | 1.4
Cc1oc2c(c1C(=O)NCc1cc(C(=O)O)co1)CCCC2 | -12 | -3 | 6 | 0 | 5 | -5 | -2 | 8 | 0.0
CC1CCc2sc(C(=O)NC(C)C3CCCO3)cc2C1 (configuration not stated) | -18 | -16 | -24 | -19 | 1 | -2 | -5 | 18 | 1.3
CCN(CC)C(=O)CSC(Nc1ccc(F)cc1)=C(C#N)C#N | -6 | 5 | -8 | 9 | 4 | -12 | 2 | 3 | 5.8
O=c1cc(-c2ccccc2)nc2nc(-c3ccco3)[nH]n12 | -23 | -7 | 5 | 0 | 12 | -13 | -2 | 12 | 0.2
